Bioassay records: PubChem BioAssay, several laboratories
GalR3 antag: human GalR3 antagonism; HEK293 GalR3-CNG cAMP membrane potential fluorescence; galR3 body fused to GalR1 C-terminus; inhibition, % at 3 µM; hit rate 0.44% among 360,000; AID 651719;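 active = inhibition above the screen-wide average plus 3 SD, cut at about 13% in these data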;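 note: forskolin and galanin both at EC90 stimulate the cells; cAMP rise reported by CNG channel membrane potential dye signal; 0% = forskolin plus galanin with DMSO and 100% = forskolin alone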
M4 PAM: positive allosteric modulators of human muscarinic M4 receptor | P08173 | CHO-K1 hM4/Gqi5, Fluo-8 calcium fluorescence, ACh EC20; 0% = ACh EC20, 100% = maximal ACh | activation, % at 3 µM | hit rate 0.4% among 360,000 | AID 624126;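 active = activation above its plate's cutoff, the mean activation of sample wells plus 3 SD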; note: some results filed as inactive read as strong as hits
CRFR2-BP ag: agonists of human CRF-binding protein/CRF-R2 receptor complex; HEK293 CRF-R2/CRF-BP, calcium dye fluorescence (FLIPR); percent of saturating CRF peptide response; activation, % at 13.2 µM; hit rate 0.46% among 350,000; AID 588473;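 active = activation of at least 50%, plus an integration ratio under a set limit after plate pattern correction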;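 note: plate controls were neutral control wells without compound for no effect and CRF at EC100 for full effect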
p-CIP stab down: lowers stability of the mouse p/CIP coactivator protein; F442A p/CIP-EGFP cells, EGFP fluorescence, 16 h; decrease of EGFP signal, % at 10 µM; hit rate 0.01% among 290,000; AID 1984;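 active = EGFP signal decrease of at least 30% at 10 µM or well 3 SD below plate mean, unless failing retest; inactive = the rest, including hits failing retest or dose response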; note: some compounds called inactive have numbers as strong as hits; many of its hits are not listed in these tables
Target sequence (Q05BA5 1-1403): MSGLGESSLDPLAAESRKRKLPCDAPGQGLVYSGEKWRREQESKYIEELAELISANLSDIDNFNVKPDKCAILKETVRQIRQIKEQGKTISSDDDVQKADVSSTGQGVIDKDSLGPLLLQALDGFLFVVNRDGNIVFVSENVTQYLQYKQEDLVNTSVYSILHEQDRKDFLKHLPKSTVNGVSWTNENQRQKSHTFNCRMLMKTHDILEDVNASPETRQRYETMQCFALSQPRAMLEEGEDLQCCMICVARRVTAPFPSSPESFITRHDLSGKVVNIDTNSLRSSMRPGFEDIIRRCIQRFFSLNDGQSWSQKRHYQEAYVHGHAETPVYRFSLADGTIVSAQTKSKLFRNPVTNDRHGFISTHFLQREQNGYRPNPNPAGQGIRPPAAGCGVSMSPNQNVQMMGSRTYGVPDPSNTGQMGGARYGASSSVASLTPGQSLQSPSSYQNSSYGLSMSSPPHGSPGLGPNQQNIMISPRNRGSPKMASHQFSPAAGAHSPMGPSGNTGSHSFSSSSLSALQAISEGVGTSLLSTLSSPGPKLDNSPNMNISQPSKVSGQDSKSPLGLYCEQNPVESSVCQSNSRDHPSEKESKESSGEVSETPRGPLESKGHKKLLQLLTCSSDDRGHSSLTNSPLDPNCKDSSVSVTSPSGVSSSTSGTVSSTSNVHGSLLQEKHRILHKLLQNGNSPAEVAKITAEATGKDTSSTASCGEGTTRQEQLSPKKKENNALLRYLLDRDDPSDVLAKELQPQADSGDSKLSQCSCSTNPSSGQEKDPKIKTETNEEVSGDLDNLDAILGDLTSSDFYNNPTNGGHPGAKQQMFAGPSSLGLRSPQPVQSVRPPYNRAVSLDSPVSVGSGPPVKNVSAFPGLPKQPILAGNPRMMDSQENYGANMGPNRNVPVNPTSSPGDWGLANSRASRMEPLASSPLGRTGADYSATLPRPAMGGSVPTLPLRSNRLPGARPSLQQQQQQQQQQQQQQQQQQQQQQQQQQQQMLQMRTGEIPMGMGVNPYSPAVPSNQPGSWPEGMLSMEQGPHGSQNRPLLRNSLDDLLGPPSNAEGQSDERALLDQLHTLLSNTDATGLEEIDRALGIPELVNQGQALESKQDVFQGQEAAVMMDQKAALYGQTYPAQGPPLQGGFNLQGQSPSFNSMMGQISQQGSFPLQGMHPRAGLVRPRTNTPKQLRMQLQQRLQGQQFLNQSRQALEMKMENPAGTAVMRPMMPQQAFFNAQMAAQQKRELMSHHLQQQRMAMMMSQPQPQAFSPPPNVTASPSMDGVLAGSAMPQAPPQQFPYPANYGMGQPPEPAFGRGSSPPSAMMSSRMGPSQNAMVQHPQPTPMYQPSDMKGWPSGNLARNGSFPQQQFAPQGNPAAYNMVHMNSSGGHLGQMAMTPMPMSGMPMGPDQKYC
IDE inh: inhibitors of human insulin-degrading enzyme in cells; P14735; inhibition, % at 5.59 µM; hit rate 0.41% among 320,000; HEK cells, FAbetaB cleavage, fluorescence polarization;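 active = percent inhibition above the average of all tested compounds plus 3 SD, set per screening campaign, cut at about 16% in these data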;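 note: IDE supplied by intact live HEK cells; FP after avidin binding of uncleaved biotin substrate so inhibition keeps polarization high; 0% = DMSO wells and 100% = 60 µM reference IDE inhibitor Ii1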
CRFR2-BP antag: blocks CRF-induced signaling of the CRF-BP/CRF-R2 complex; HEK293 CRF-R2/CRF-BP, CRF-induced calcium fluorescence; inhibition, % at 11.8 µM; hit rate 0.59% among 350,000;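 active = inhibition of the ligand-induced calcium signal above about 50% at the single tested concentration, limit read from the data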
PHOSPHO1 inh: inhibitors of human PHOSPHO1 phosphatase. Q8TCT1. recombinant PHOSPHO1, absorbance phosphatase assay. inhibition, % at 13.3 µM. hit rate 1.1% among 290,000; in the data active = inhibition above about 60%
IDE act: activators of human insulin-degrading enzyme in cells; activation, % at 5.96 µM; HEK cells, FAbeta-B cleavage, fluorescence polarization; 0% vehicle, 100% cell-free pure enzyme wells; AID 493087; hit rate 0.073% among 340,000; P14735;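 active = activation above the mean of all tested compounds plus 3 SD, set per screening campaign, cut at about 17% in these data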
MEKK3 PB1 HTS: MEKK3-MEK5 PB1 interaction, increase or decrease. Q99759. bead-based flow cytometry, Alexa488-MEK5 binding to MEKK3; actives lie on both sides; 0 = blocked by unlabeled MEK5, 100 = vehicle. binding response (% of control), % at 10 µM. hit rate 1.4% among 290,000. AID 1529;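 active = binding response more than 3 SD above or below the average of its plate-row segment, actives on both sides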;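 note: Alexa488 bead fluorescence after subtracting the streptavidin-only scavenger bead signal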
Numbers without * were called inactive; . = not tested or not shown.

nr	SMILES	GalR3 antag	M4 PAM	CRFR2-BP ag	p-CIP stab down	IDE inh	CRFR2-BP antag	PHOSPHO1 inh	IDE act	MEKK3 PB1 HTS
1	O=C(c1ccc(F)cc1)N1CCCCC(Sc2nnc3ccccn23)C1=O (stereo unspecified)	-2.1	-0.8	-1.3	-1.4	1.4	-22.9	-9.3	2.1	.
2	CSC1=NC(C)(C)C=C(/C=C/c2ccc(Cl)cc2Cl)N1	-1.1	2.6	3.4	0.0	3.4	-29.4	44.0	-4.6	89.0
3	CCn1c(Cc2c(C)[nH]c3ccccc23)nnc1SCC(=O)NCc1ccco1	0.5	0.9	1.5	1.5	3.4	3.0	0.5	-2.5	88.0
4	O=C(CCC(=O)N1CCCC1)Nc1nnc(C(F)(F)F)s1	-2.0	3.8	0.7	2.2	-0.6	-3.7	-14.6	2.5	99.0
5	O=C(NCc1cccs1)c1nc2c(nnn2Cc2ccccc2Cl)c(=O)[nH]1	-8.3	3.5	-4.2	10.8	-0.9	35.7	-3.2	4.3	90.0
6	Cc1cccc(Nc2nnc(SCc3cn4ccsc4n3)s2)c1	0.1	-3.8	-3.5	-2.9	2.6	-41.3	22.1	2.0	105.0
7	Cc1c2c(=O)n(-c3nc4ccccc4s3)nc-2cc(O)n1Cc1ccccc1	.	0.0	1.9	3.1	.	15.4	8.1	3.9	96.0
8	CCOc1ccc(NC(=O)C(=O)NCCCn2ccnc2)cc1	-8.5	5.7	-3.6	-9.9	-3.1	0.2	-29.8	-2.7	88.0
9	O=C(N/N=C/c1cccc([N+](=O)[O-])c1)c1ccccc1-n1cccc1	-5.5	-2.3	-1.1	-8.1	1.7	-8.3	-1.1	-2.5	103.0
10	CCOc1ccccc1-n1c(SCC(=O)NCc2ccco2)nnc1-c1ccncc1	-2.8	2.3	-1.4	-3.6	7.9	10.7	0.2	2.7	89.0
11	COC(=O)c1ccccc1NC(=O)C1(S(=O)(=O)c2ccc(Cl)cc2)CC1	-9.0	-10.2	-0.5	-4.4	2.1	16.6	10.2	3.7	102.0
12	COc1ccccc1-c1cc(C(=O)N/N=C/c2ccc(C)s2)c2ccccc2n1	-0.7	-0.8	-1.4	3.4	3.0	17.4	19.3	-2.0	.
13	NC1=NC(c2cn[nH]c2-c2ccc(F)cc2)n2c(nc3ccccc32)N1 (stereo unspecified)	0.7	.	.	-70.1	10.1	.	32.0	.	97.0
14	Cc1ccc(C=Nc2ccccc2C(N)=O)s1	1.2	-1.4	0.2	-6.8	-5.4	-5.8	-4.6	3.0	101.0
15	COC(=O)CN1C(=O)[C@H]2[C@@H](C3CC3)N3C(=O)CN(Cc4ccccn4)C(=O)[C@@]3(Cc3ccccc3)[C@H]2C1=O	-0.7	-0.3	-1.0	-7.9	0.6	1.5	9.6	5.6	102.0
16	CCN(C(=O)COC(=O)CNC(=O)c1ccc(Cl)cc1Cl)c1c(N)n(Cc2ccccc2)c(=O)[nH]c1=O	-6.5	2.2	8.1	.	-2.0	-41.9	.	4.0	.
17	COc1ccc(Cn2nc(C)n(N(C)c3ncc(C(F)(F)F)cc3Cl)c2=O)cc1	-4.2	-1.7	-0.2	-1.4	6.8	18.8	8.3	1.0	113.0
18	Cc1ccc(NC(=S)NC(NC(=O)c2ccccc2)C(Cl)(Cl)Cl)c(C)c1 (stereo unspecified)	-9.8	12.1	-0.5	-5.1	3.5	-9.8	-1.1	-1.3	86.0
19	C=CCO/N=C(/C)c1c(O)c(CC)c(-c2ccccc2)n(-c2ccccc2)c1=O	-0.3	-3.1	0.8	-10.9	8.4	-1.4	-3.5	6.0	78.0
20	CCCCC(=O)Nc1ccc2c(c1)nc1n2CCSC1	-3.5	-3.9	-2.3	-10.1	0.3	21.6	-16.2	2.1	98.0
21	O=C(CSc1cccc[n+]1[O-])c1ccc(Cl)s1	-3.8	0.6	-2.2	-13.8	-1.3	7.6	47.6	3.9	104.0
22	COc1cc(C2/C(=C(\O)c3ccc4c(c3)CC(C)O4)C(=O)C(=O)N2c2nnc(C)s2)cc(OC)c1OC (stereo unspecified)	-3.1	-6.1	2.2	-4.0	7.0	-3.3	-5.0	5.9	98.0
23	COc1ccccc1N1CCN(C(=O)Cn2nnc(-c3ccncc3)n2)CC1	-8.5	2.3	-0.5	-9.2	10.8	6.1	0.6	4.5	100.0
24	Cc1nn(C)cc1/C=N/NC(=O)Cn1nnc(N)n1	-3.4	-4.0	-0.8	2.7	-1.4	11.8	41.2	5.5	99.0
25	COc1cccc(C(=O)COc2cccc(NC(=O)c3cccc([N+](=O)[O-])c3)c2)c1	-1.6	-13.9	-0.7	-8.8	2.5	-7.8	19.4	1.0	104.0
26	COCCN1C(=O)N(c2cccc(OC)c2)C(=O)C1CC(=O)Nc1cccc(F)c1 (stereo unspecified)	-0.3	-4.1	-1.4	1.5	.	12.6	-7.3	0.7	103.0
27	CN(CC(=O)Nc1ccccc1Br)C(=O)c1cc(Cl)nc2ccccc12	-2.5	-2.5	-0.8	.	-1.7	-10.5	.	1.2	.
28	Cc1ccc(C)c(N2CCN(C(=O)CCCOc3cc(=O)n(C)c4ccccc34)CC2)c1	-4.8	-23.1	-1.4	-7.1	2.3	-8.8	3.8	-4.7	99.0
29	O=C(CSc1nc2ccccc2c(=O)n1-c1ccc(F)cc1)NCc1ccco1	.	-2.9	0.2	3.2	-4.4	-6.7	7.1	-3.9	100.0
30	CNc1oc(-c2ccc(OCc3ccccc3)cc2)nc1C#N	-2.0	8.5	-2.5	-12.0	3.9	5.5	18.3	-0.3	.
31	CC1CN(Cc2cnc(Cl)s2)CC(C)O1 (stereo unspecified)	-4.7	7.4	0.2	-10.0	.	-0.4	38.9	-1.7	100.0
32	O=[N+]([O-])c1cccc(-c2nnc(-c3ccc4c(c3)OCO4)o2)c1	-0.4	6.4	-0.2	-4.2	-8.2	12.7	-3.3	-4.1	95.0
33	Cc1ccc(C(=O)N2CCOCC2)c(F)c1F	-5.2	9.8	-1.0	-10.9	0.9	3.8	27.7	1.4	82.0
34	N#Cc1ccc(CN2CCN(C(=O)CNS(=O)(=O)c3ccc4c(c3)OCCCO4)CC2)cc1	-4.4	-0.1	-1.9	.	-4.4	-4.6	.	2.7	.
35	CCOC(=S)SCC(=O)Nc1nc(C)c(C)s1	-3.0	2.5	-0.4	-1.6	0.7	-22.2	6.5	5.9	105.0
36	O=C1CCC(=O)N1c1nc2n(n1)C(c1ccccc1)C=C(c1ccc(Br)cc1)N2 (stereo unspecified)	-0.7	1.6	9.1	-14.9	6.1	-7.9	18.5	-8.6	104.0
37	CC(C)C(O)(C#CCN1CCCC1)c1ccccc1 (stereo unspecified)	-5.3	-12.4	0.0	-3.8	-9.9	5.6	43.3	0.3	102.0
38	CC(=O)N1C(O)CC(C)N1c1ccccc1 (stereo unspecified)	-10.6	4.2	0.0	-19.7	1.5	11.6	-8.1	3.1	98.0
39	CCCCNC(=S)NNC(=O)C12CC3CC(CC(C3)C1)C2	-1.5	8.7	-0.9	-0.3	-1.1	-4.2	-3.7	6.2	105.0
40	CC(=O)c1ccc(N2CCN(C(=O)C3(S(=O)(=O)c4ccc(Cl)cc4)CC3)CC2)cc1	-6.6	-5.2	-4.6	-4.7	-1.5	9.7	16.0	-3.5	96.0
41	CCOC(=O)C1(CCOc2ccccc2)CCN(C(=O)c2cncs2)CC1	-0.1	-4.6	2.0	0.2	-3.4	6.1	36.8	6.6	95.0
42	Fc1ccc(F)c(NC2=NCCCCC2)c1	-7.4	-8.4	2.3	-7.6	-1.2	-2.3	35.0	4.5	103.0
43	C=CCC[C@@H](Cc1ccc(F)cc1)C(=O)OC[C@H](C)NC(=O)[C@H](CC=C)CC(=O)N(CCO)Cc1ccccc1	-6.1	-4.6	-1.7	.	-0.9	4.8	.	10.1	.
44	O=C(c1cc2ccccc2oc1=O)N1CCN(c2ccccn2)CC1	-1.9	-5.7	0.1	-13.1	5.9	-14.2	53.6	5.3	102.0
45	CC(Oc1ccc(Br)cc1)C(=O)Nc1ccncc1 (stereo unspecified)	-5.1	-8.4	8.0	-6.1	2.1	-23.1	-44.8	5.0	98.0
46	Cc1ccc(NC2=NCCCCC2)cc1C	0.4	-0.4	2.1	-5.9	-0.3	7.3	12.6	2.9	104.0
47	Cc1ccccc1C(=O)c1c[nH]c(C(=O)NCC2CCCO2)c1 (stereo unspecified)	3.9	2.8	0.6	5.2	2.7	-7.0	37.9	4.2	94.0
48	CC(=O)Nc1ccc(NC(=O)c2ccc(COc3ccccc3Br)o2)cc1	-12.0	-5.6	-1.6	2.2	.	-6.2	23.9	2.3	106.0

Rewritten in transposed form: entries from further up
(38) CC(=O)N1C(O)CC(C)N1c1ccccc1 (stereo unspecified)
(39) CCCCNC(=S)NNC(=O)C12CC3CC(CC(C3)C1)C2

screen / no. | 38 | 39
GalR3 antag | -10.6 | -1.5
M4 PAM | 4.2 | 8.7
CRFR2-BP ag | 0.0 | -0.9
p-CIP stab down | -19.7 | -0.3
IDE inh | 1.5 | -1.1
CRFR2-BP antag | 11.6 | -4.2
PHOSPHO1 inh | -8.1 | -3.7
IDE act | 3.1 | 6.2
MEKK3 PB1 HTS | 98.0 | 105.0

(continued)
nr	SMILES	GalR3 antag	M4 PAM	CRFR2-BP ag	p-CIP stab down	IDE inh	CRFR2-BP antag	PHOSPHO1 inh	IDE act	MEKK3 PB1 HTS
49	CC(C)C(=O)NNC(=O)c1csc(CS(=O)(=O)c2ccc(Cl)cc2)n1	-0.6	-7.7	-0.5	-2.0	-4.4	-4.2	26.8	-2.8	89.0
50	CCOc1ccc(N/C=C\C(=O)c2ccc3c(c2)OCO3)cc1	-6.9	-3.4	3.8	.	7.2	-10.3	.	-0.8	102.0
51	O=C1CC(c2ccccc2)CCc2sccc2N1 (stereo unspecified)	-1.4	-3.0	-1.4	1.3	-1.2	-2.3	6.8	5.3	95.0
52	COc1cc(C2NC(=O)NC(C)=C2C(C)=O)ccc1O (stereo unspecified)	-6.7	-8.6	2.5	-9.5	4.1	10.6	40.9	0.2	76.0
53	COc1ccc(NS(=O)(=O)c2c(F)cc(F)c(Cl)c2F)cc1S(=O)(=O)N1CCCCC1	-1.6	1.9	-1.0	-4.6	-4.1	-1.9	-13.2	6.4	103.0
54	O=C(COC(=O)C1=COCCO1)Nc1cc(C(F)(F)F)ccc1Cl	0.3	7.7	-1.2	.	-2.9	6.4	.	-0.9	.
55	COc1ccc(-n2c(NCCN(C)C)nc3sc4c(c3c2=O)CCCCC4)cc1	-10.2	6.3	1.8	0.0	-1.0	-28.9	-2.6	-4.6	102.0
56	O=C(NCc1ccc(F)cc1)c1cc2sccc2n1Cc1ccc(F)cc1	-2.3	.	.	-4.1	-10.4	.	-5.6	.	109.0
57	CC1CC(=O)Nc2ccc([N+](=O)[O-])cc2N1C (stereo unspecified)	-3.1	-4.5	-1.9	15.1	1.5	3.9	6.0	2.8	91.0
58	COc1cccc(-c2nnc(SCc3cccnc3)o2)c1	-6.3	17.8	-1.2	-6.4	-5.5	-24.4	-4.2	3.4	93.0
59	COC(=O)CN(C)C(=O)c1ccccc1OC1CCN(S(C)(=O)=O)CC1	-8.4	-5.8	-1.2	17.3	-0.5	4.6	-5.7	-0.5	103.0
60	C/C=C(\C)C(=O)NNC(=O)c1sc(-c2ccccc2)nc1C	-3.8	-3.9	1.4	7.4	3.2	17.4	29.8	4.6	100.0
61	O=C(O)C1(c2ccccc2)CCC(Nc2ccccc2)C1 (stereo unspecified)	-10.0	-6.7	-0.6	-11.7	-0.7	-5.0	30.5	5.6	109.0
62	O=c1ccc2cc(S(=O)(=O)N3CCN(c4ccccc4)CC3)ccc2o1	3.9	0.5	-3.7	-7.0	-0.3	8.0	-3.9	2.0	108.0
63	O=C(CCCn1c(=S)[nH]c2ccsc2c1=O)Nc1ccc2c(c1)OCO2	1.7	-4.1	-1.7	11.0	1.4	-8.0	-10.6	0.2	87.0
